# Screens deposited in PubChem BioAssay by National Center for Advancing Translational Sciences (NCATS).
# Pf growth 48h: Primary qHTS for delayed death inhibitors of the malarial parasite plastid, 48 hour incubation; 5.9% of 310,000 active; AID 504832, 2011; P. falciparum luciferase growth in erythrocytes, 48 h; Potency, µM (doses to about 28.7 µM), for inactives: at the top dose activity change, negative = inhibition, actives largely listed as inhibitors
#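 First compound was added to culture medium, then infected red cells at 0.1% parasitemia and 2% hematocrit (final). After incubation at 37 C under 5% CO2, luciferase detection reagent was dispensed and light output recorded.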
# Tb PYK inh: qHTS of Trypanosoma Brucei Inhibitors; pyruvate kinase (Trypanosoma brucei), Q57TT1; TbPYK enzyme, Kinase-Glo Plus ATP luminescence, 45 min; Potency, µM (top dose mostly 76.8 µM), for the others: at the highest dose activity, negative = inhibition, most hits filed as inhibitors; 0.12% of 410,000 active; also: nearly all actives have a fitted effect of over 50% in size
#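 Glycolytic pyruvate kinase of T. brucei was incubated with substrate, test compound and 130 uM ADP for 45 minutes at room temperature. Luminescent Kinase-Glo Plus signal was measured after 10 minutes.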
# LmPK inhibitor: qHTS Assay for Inhibitors of Leishmania Mexicana Pyruvate Kinase (LmPK); Potency, µM (titrated, usually from 57.5 µM), without a hit: at the top dose activity change, negative = inhibition, actives largely listed as inhibitors; 0.37% of 290,000 active; AID 1721, 2009; purified LmPK, Kinase-Glo ATP luminescence, 1 h; Q27686
# Target sequence (Q27686 whole entry, looked up): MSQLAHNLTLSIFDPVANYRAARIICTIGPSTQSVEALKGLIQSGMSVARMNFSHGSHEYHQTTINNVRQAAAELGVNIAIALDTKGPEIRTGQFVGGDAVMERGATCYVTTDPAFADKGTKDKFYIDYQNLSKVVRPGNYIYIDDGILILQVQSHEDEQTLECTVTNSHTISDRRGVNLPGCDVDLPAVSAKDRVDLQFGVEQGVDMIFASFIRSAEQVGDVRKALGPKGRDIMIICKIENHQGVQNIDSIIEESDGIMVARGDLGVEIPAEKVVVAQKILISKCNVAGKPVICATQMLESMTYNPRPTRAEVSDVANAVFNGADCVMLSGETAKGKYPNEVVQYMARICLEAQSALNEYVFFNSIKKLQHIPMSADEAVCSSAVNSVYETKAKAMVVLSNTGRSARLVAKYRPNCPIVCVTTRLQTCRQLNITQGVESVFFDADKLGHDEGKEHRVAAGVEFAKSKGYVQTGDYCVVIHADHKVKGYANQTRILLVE
#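 Purified LmPK (0.1 nM) with 0.5 mM PEP and 0.1 mM ADP in imidazole buffer pH 7.2 with MgCl2/KCl, 1 h at room temperature. ATP formed was read by luciferase luminescence and normalized to no-enzyme and uninhibited controls.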
# HCV inhibitor: qHTS Assay for Inhibitors of Hepatitis C Virus (HCV); Huh7.5.1 HCVcc-Cre infection, luciferase reporter, 44 h; Potency, µM (series often up to 41.8 µM), for inactives: top-dose activity change, negative = inhibition, most hits filed as inhibitors; 3.4% of 340,000 active; AID 651820, 2012
#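 HCVcc-Cre virus at an moi near 0.5 was added right after compound to cells cultured 4 h from seeding (1,000 cells/well). Luciferase activity was determined 44 h later, 15 min after substrate addition at RT.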
# Pf growth 96h: Primary qHTS for delayed death inhibitors of the malarial parasite plastid, 96 hour incubation; P. falciparum luciferase reporter growth, 96 h; Potency, µM (top dose mostly 28.7 µM), inactives show at the top dose activity change, negative = inhibition, most hits filed as inhibitors; 6.9% of 320,000 active; AID 504834, 2011
#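 Delayed-death screen, second-generation endpoint: infected erythrocytes, 2% hematocrit, 0.05% parasitemia final; 96 hours at 37 C, 5% CO2; luciferase detection reagent; luminescence decrease equals reduced growth.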
# Sm TGR block: qHTS Assay for the Inhibitors of Schistosoma Mansoni Peroxiredoxins; 3% of 360,000 active; Potency, µM (highest dose often 114 µM), inactives show at the top dose activity change, negative = inhibition, actives largely listed as inhibitors; purified TGR, DTNB reduction, TNB absorbance 405 nm; Schistosoma mansoni thioredoxin glutathione reductase (TGR), Q962Y6; AID 485364, 2010; also: nearly all actives have a fitted effect of over 60% in size
#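 First, TGR (20 nM dispensed) and NADPH were mixed with compound. Second, a 15 min room-temperature incubation followed. Third, further NADPH and then DTNB were added to start the reaction. Finally, TNB absorbance was monitored kinetically.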
# Numbers without * were called inactive; ? = inconclusive; . = no result given; & = joins results of further samples; [ ] = dose if it differs, or a comment. Calls follow the shape of the dose curve; as a rule, active = well fitted curve in the direction sought with a large enough effect; inconclusive = small, poorly fitted or top-dose-only effect, or another doubt; inactive = no such curve, though single readings can be large; an effect the other way counts as inactive or inconclusive. % is scaled to controls: 0 for no effect and ±100 for the full control effect; potency is read from the fitted curve at half-maximal effect.
item	SMILES	Pf growth 48h	Tb PYK inh	LmPK inhibitor
1	CC1C(=O)Nc2ccccc2N1C(=O)c1ccc(Cl)c(Cl)c1 (stereo unspecified)	-4%	-1%	0%
2	O=C(/C=C/c1cccc([N+](=O)[O-])c1)N1CCN(c2ccc(F)cc2)CC1	-12%	-4%	-1%
3	CC(C)(C)n1nnnc1C(c1cccnc1)N1CCOCC1 (stereo unspecified)	0%	-1%	3%
4	COc1cccc(C(=O)NC2CC(C)(C)NC(C)(C)C2)c1OC	8%	0%	1%
5	CN(CC(=O)N1CC(=O)N(CCc2ccccc2)C(=O)C1)S(=O)(=O)c1cccc2nsnc12	10%	8%	-2%
6	O=C(CNCc1ccncc1)Nc1cc(S(=O)(=O)N2CCCCC2)ccc1Cl	-13%	-8%	-12%
7	O=C(NCc1ccco1)c1cccc(NS(=O)(=O)c2ccccc2F)c1	14%	0%	-1%
8	CC1(C)Cc2c(sc(NC(=O)C(=O)N3CCCC3)c2C(N)=O)CO1	11%	-4%	6%
9	Cc1cc(N2CCOCC2)ccc1/C=C1\SC(=O)N(C(C)C)C1=O	111%[activator]	3%	3%
10	COc1ccc(S(=O)(=O)N2CCCN(S(=O)(=O)c3ccc(OC)c(C)c3)CC2)cc1C	13%	2%	3%
11	FC(F)(F)c1cccc(N2CCN(C(=S)NC3CCCC3)CC2)c1	?	-2%	8%
12	O=C(COC(=O)Cn1cnc2ccccc21)Nc1ccc2c(c1)C(=O)c1ccccc1C2=O	154%[activator]	-1%	-8%
13	COc1ccc(-c2noc(-c3cccnc3)n2)cc1OC	186%[activator]	-2%	-21%
14	COC(=O)C1C(=O)CC(C)(O)C(C(=O)OC)C1c1ccc2c(c1)OCO2 (stereo unspecified)	-14%	-3%	-5%
15	Cc1ccc(S(=O)(=O)N2CCC(=O)N(CCOC(=O)Nc3cc(C)cc(C)c3)CC2)cc1	6%	-9%	4%

item	HCV inhibitor	Pf growth 96h	Sm TGR block
1	-5%	10%	1%
2	-22%	2%	2%
3	8%	25%	4%
4	11%	8%	-28%
5	3%	-1%	-8%
6	2%	?	7%
7	-13%	-1%	-3%
8	13%	-5%	-9%
9	-29%	203%[activator]	0%
10	?	-11%	-15%
11	32µM*	13µM*	-9%
12	?	298%[activator]	4%
13	-1%	119%[activator]	-2%
14	14%	0%	-1%
15	1%[8.37 µM]	-9%	2%

# Carrying on.
item	SMILES	Pf growth 48h	Tb PYK inh	LmPK inhibitor
16	CNC(=O)c1nc(C)n(-c2cc(Cl)ccc2Cl)n1	0%	0%	-4%
17	O=C(CSc1nnc(SCc2ccccc2Cl)s1)N/N=C/c1ccc(C(=O)O)cc1	61%[activator]	7%	-5%
18	O=C(NCC1CCCO1)C1CCC(=O)N1Cc1ccccc1Cl (stereo unspecified)	15%	4%	1%
19	O=S(=O)(NCC1CCC(NS(=O)(=O)c2c(F)cccc2F)CC1)c1ccc2c(c1)OCCO2 (stereo unspecified)	?	-6%	.
20	COc1ccc(C(=O)COC(=O)c2ccc(-n3cnnn3)cc2)c(OC)c1	13%	-1%	.
21	c1ccc(CN2CCOCC2)cc1	4%	-5%	2%
22	CCOC(=O)CSC(CC)C(=O)Nc1nnc(C(C)C)s1 (stereo unspecified)	8%	-7%	2%
23	COC(=O)c1ccc(OC)c(CSc2nnc(-c3ccc(C(C)(C)C)cc3)o2)c1	.	1%	10%
24	CC1CCN(c2nc(NCc3ccco3)nc(N)c2[N+](=O)[O-])CC1	-3%	-2%	-1%
25	O=C(Nc1ccn([C@H]2CC[C@@H](CO)O2)c(=O)n1)c1ccccc1	45%[activator]	9%	-9%
26	O=C(Nc1ccc(Cl)c([N+](=O)[O-])c1)C(NCCCO)c1ccccc1 (stereo unspecified)	10%	-1%	0%
27	Cc1cccc(CSCCNC(=O)Nc2ccccc2)c1	?	39%[activator]	0%
28	COCCNC(=O)c1cc2c(=O)n3cccc(C)c3nc2n(Cc2ccncc2)c1=N	?	4%	-2%
29	COc1ccc(CN(Cc2cc3cccc(C)c3n3nnnc23)C(=O)N2CCOCC2)cc1	28%	7%	7%
30	CC(=O)C1=C(O)C(=O)N(c2nccs2)C1c1ccc(F)cc1 (stereo unspecified)	9%	-9%	4%

item	HCV inhibitor	Pf growth 96h	Sm TGR block
16	11%	-13%	6%
17	18%	25%	1%
18	7%	?	3%
19	.	?	-1%
20	6%	17%	-10%
21	13%	.	2%
22	15%	9%	3%
23	?	0.66µM*	10%
24	?	-10%	-13%
25	6%	93%[activator]	-1%
26	1%	-6%	1%
27	-19%	38%[activator]	10%
28	10%	?	3%
29	-12%	41%[activator]	-16%
30	-8%	1%	4%

# Quoted from above, nos. 21 to 30
item	SMILES	Pf growth 48h	Tb PYK inh	LmPK inhibitor
21	c1ccc(CN2CCOCC2)cc1	4%	-5%	2%
22	CCOC(=O)CSC(CC)C(=O)Nc1nnc(C(C)C)s1 (stereo unspecified)	8%	-7%	2%
23	COC(=O)c1ccc(OC)c(CSc2nnc(-c3ccc(C(C)(C)C)cc3)o2)c1	.	1%	10%
24	CC1CCN(c2nc(NCc3ccco3)nc(N)c2[N+](=O)[O-])CC1	-3%	-2%	-1%
25	O=C(Nc1ccn([C@H]2CC[C@@H](CO)O2)c(=O)n1)c1ccccc1	45%[activator]	9%	-9%
26	O=C(Nc1ccc(Cl)c([N+](=O)[O-])c1)C(NCCCO)c1ccccc1 (stereo unspecified)	10%	-1%	0%
27	Cc1cccc(CSCCNC(=O)Nc2ccccc2)c1	?	39%[activator]	0%
28	COCCNC(=O)c1cc2c(=O)n3cccc(C)c3nc2n(Cc2ccncc2)c1=N	?	4%	-2%
29	COc1ccc(CN(Cc2cc3cccc(C)c3n3nnnc23)C(=O)N2CCOCC2)cc1	28%	7%	7%
30	CC(=O)C1=C(O)C(=O)N(c2nccs2)C1c1ccc(F)cc1 (stereo unspecified)	9%	-9%	4%

item	HCV inhibitor	Pf growth 96h	Sm TGR block
21	13%	.	2%
22	15%	9%	3%
23	?	0.66µM*	10%
24	?	-10%	-13%
25	6%	93%[activator]	-1%
26	1%	-6%	1%
27	-19%	38%[activator]	10%
28	10%	?	3%
29	-12%	41%[activator]	-16%
30	-8%	1%	4%

# Other records:
item	SMILES	Pf growth 48h	Tb PYK inh	LmPK inhibitor
31	c1cncc(-c2nnc3sc(C4CCCCC4)nn23)c1	?	4%	-1%
32	COc1ccc(NC(=O)CCNS(=O)(=O)c2cccc3nonc23)c(OC)c1	8%	6%&0%	-5%
33	CC(C)CNS(=O)(=O)c1ccc(C(=O)Nc2ccc3c(c2)OCCO3)cc1	?	3%	-3%
34	COCCCn1c(C(=O)N2CC(C)OC(C)C2)cc2c(=O)n3cccc(C)c3nc21 (stereo unspecified)	-25%	-2%	3%
35	Cn1cccc1CC(=O)N/N=C/C=C/c1ccco1	65%[activator]	-8%	4%
36	CN(C)c1nc(-c2ccc([N+](=O)[O-])cc2)cs1	124%[activator]	-7%	-5%
37	Cc1ccccc1OCC(=O)NCCCNC(=O)c1ccccn1	8%	6%	-4%
38	O=C(Nc1ccncc1)Nc1ccc(Br)cc1Cl	?	1%	7%
39	COc1ccc(C(=O)N2CCN(C(=O)c3cc(OC)c(OC)c(OC)c3)CC2)cc1	-30%	4%	0%
40	CCc1cc(CNC(=O)c2ccc(OC3CCN(CCc4ccccc4)CC3)cc2)on1	?	1%	2%
41	COc1cccc(NS(=O)(=O)c2ccc3[nH]cc(C(=O)NCCc4ccc(C)cc4)c(=O)c3c2)c1	?	-5%	.
42	COc1ccc2c(c1)C(=O)N(c1ccccc1C)C(=O)C2(C)C	-4%	0%	-3%
43	CC1(C)CC(=O)C(CO)=C(c2cccc3ccccc23)C1=O	19%	-4%	.
44	COc1ccc(C2C(C(=O)c3cccs3)=C(O)C(=O)N2c2nncs2)cc1 (stereo unspecified)	71%[activator]	-7%	-1%
45	Cc1cccc(C(=O)c2cccc(C)c2)c1	9%	6%	.

item	HCV inhibitor	Pf growth 96h	Sm TGR block
31	-3%	.	56%[activator]
32	-4%	-25%	6%&10%
33	?	?	-1%
34	10%	15%	-1%
35	-5%	-16%	11µM*
36	?	.	-36%
37	22%	40%[activator]	4%
38	-20%	11%	-1%
39	1%&0%	0%	-3%
40	-28%	?	2%
41	.	12µM*	-7%
42	-3%	-12%	12%
43	5%	69%[activator]	-8%
44	3%	142%[activator]	0%
45	17%	-3%	3%

# Further results
item	SMILES	Pf growth 48h	Tb PYK inh	LmPK inhibitor
46	COC(=O)c1sccc1NC(=O)CC1C(=O)NCCN1C(=O)Nc1ccc(OCc2ccccc2)cc1 (stereo unspecified)	?	2%	1%
47	COc1ccc(CNC(=O)CCCN2C(=O)c3ccccc3C2=O)cc1	-2%	-12%	2%
48	Cc1ccc(-c2csc(NC(=O)c3cccc([N+](=O)[O-])c3)n2)cc1	60%[activator]	-1%	1%
49	COc1cc(CCC(=O)OCC(=O)N(CC(C)C)C2CCS(=O)(=O)C2)cc(OC)c1OC (stereo unspecified)	0%	10%	.
50	CCOc1cccc(-c2csc(C3COc4ccccc4O3)n2)c1 (stereo unspecified)	111%[activator]	2%	-4%
51	Cc1cccc(NC(=O)C2CCN(S(=O)(=O)c3cccc4nsnc34)CC2)c1	-17%	4%&2%	0%
52	COC(=O)c1ccccc1NC(=O)NCCc1ccc(OC)c(OC)c1	-19%	-7%	-1%
53	N#CC(C#N)=Cc1cc2ccccc2nc1N1CCCCC1	-29%	5%	1%
54	COCCN(C(=O)COC(=O)c1cc(C)oc1C)c1c(N)n(Cc2ccccc2)c(=O)[nH]c1=O	?	-7%	.
55	Cc1ccc(C)c(Nc2nc3nonc3nc2N2CCOCC2)c1	23%	-5%	-1%
56	Cc1ccc2nc(Cl)c(C3CC(c4cccs4)=NN3S(C)(=O)=O)cc2c1 (stereo unspecified)	?	2%	1%
57	CCOCCCn1cnc2c3cc(F)ccc3n(C)c2c1=O	-11%	-9%	-1%
58	Cc1ncc(CSc2nccc(=O)[nH]2)c(CO)c1O	.	4%	8%
59	CCOc1ccccc1CNCC1CCCO1 (stereo unspecified)	9%	-3%	-11%

item	HCV inhibitor	Pf growth 96h	Sm TGR block
46	2%	?	8%
47	12%	34%[activator]	.
48	-7%	41%[activator]	10%
49	5%	-12%	-3%
50	7%	290%[activator]	0%
51	-8%	-5%	0%&-1%
52	?	-18%[5.75 µM]	-24%
53	?	-10%	5µM*
54	1%	8%	5%
55	5%	3%	3%
56	-3%	?	-17%
57	-8%	39%[activator]	2%
58	8%	-1%	-26%
59	4%	?	6%
